High-throughput results (PubChem BioAssay)
N370S GC: qHTS Assay for Inhibitors and Activators of N370S glucocerebrosidase as a Potential Chaperone Treatment of Gaucher Disease. Lysosomal acid glucosylceramidase (Homo sapiens), P04062. N370S GC spleen homogenate, 4MU-glucoside fluorescence. Potency, µM (titrated, usually from 59.4 µM), for the others: at the highest dose activity change, negative = inhibition, hits mostly inhibitors. hit rate 0.092% among 330,000. AID 2101, 2009; active = well fitted inhibition curve with a large enough effect; inconclusive = small, poorly fitted or top-dose-only effect, or effect the other way, or another doubt; inactive = no such curve, though single readings can be large or run the other way;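 also: 0% = full enzyme activity and -100% = no enzyme basal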
The depositor's hits bear a star; ? = inconclusive; & = joins results of further samples; [ ] = remark or other dose. Potency is read from the fitted curve at half-maximal effect. These rows are one share of the data, so the mix of outcomes need not match the whole.

compound,N370S GC
CSCC[C@H](N)C(=O)N[C@@H](CCCN=C(N)N)C(=O)N[C@@H](Cc1ccccc1)C(=O)N[C@@H](Cc1ccccc1)C(=O)N[C@H](C(=O)O)C(C)C,-8%
C[C@@H]1O[C@@H](OC2C(O)C(OCCc3ccc(O)c(O)c3)OC(CO)C2OC(=O)/C=C/c2ccc(O)c(O)c2)[C@H](O)[C@H](O)[C@H]1O (stereo not given in full),-8%
O=C1[C@H]2[C@H]3[C@H](O)[C@H](O)C/C(=N/OCc4ccccc4)[C@H]3CC[C@@H]2C(=O)N1Cc1ccc2c(c1)OCO2,0%[12.8 µM]
Cc1cc2oc(=O)cc(-c3ccccc3)c2c(C)c1-c1cccc(N)c1,-9%[89.1 µM]
CCCCC/C=C\C/C=C\CCCCCCCCCC(=O)NCC(=O)O,23%
Cc1cc(=O)[nH]c(N/N=C/c2ccc([N+](=O)[O-])cc2)n1,5%
S=C(Sc1ccc(Cl)cc1)Sc1ccc(Cl)cc1,-4%
CC(O)CCC(=O)NNC1=CC(=O)CC(C)(C)C1 (stereo not given),26%
CC(C)CO/N=C1/C[C@@H](O)[C@@H](O)[C@@H]2[C@@H]3C(=O)N(c4cccc(Oc5ccccc5)c4)C(=O)[C@H]3CC[C@@H]12,-8%[12.8 µM]
CCCS(=O)(=O)Nc1ccc(-c2ccc3nnc(C)n3n2)cc1,-12%
CCCn1c(C)nc2c(NCCCCN(CC)CC)nc(C)nc21,-7%
Cc1ccc(N)c(Cl)c1,0%
COC(=O)c1ccc(C(NC(=O)OCc2ccccc2)/C(F)=C/[C@@H](C)C(=O)N(C)Cc2cccnc2)cc1 (stereo not given in full),-15%
CC(C)C[C@@H](CC(=O)N[C@@H](CCC(=O)O)CC(=O)O)NC(=O)[C@@H]1CCCC[C@H]1NC(=O)C[C@@H](NC(=O)C[C@H](CO)NC(=O)[C@@H]1CNCC[C@H]1N)C(C)C,5%
CC(=O)N[C@H]1[C@@H](O[C@@H](C)C(=O)O)[C@H](O)[C@H](CO)O[C@@H]1O,1%[21.6 µM]
CCOCCO,-2%

3 entries from above, as labelled records.
> CC(C)C[C@@H](CC(=O)N[C@@H](CCC(=O)O)CC(=O)O)NC(=O)[C@@H]1CCCC[C@H]1NC(=O)C[C@@H](NC(=O)C[C@H](CO)NC(=O)[C@@H]1CNCC[C@H]1N)C(C)C
- N370S GC: 5%

> CC(=O)N[C@H]1[C@@H](O[C@@H](C)C(=O)O)[C@H](O)[C@H](CO)O[C@@H]1O
- N370S GC: 1%[21.6 µM]

> CCOCCO
- N370S GC: -2%

In the list so far, three have sulfur.
compound,N370S GC
CSCC[C@H](N)C(=O)N[C@@H](CCCN=C(N)N)C(=O)N[C@@H](Cc1ccccc1)C(=O)N[C@@H](Cc1ccccc1)C(=O)N[C@H](C(=O)O)C(C)C,-8%
S=C(Sc1ccc(Cl)cc1)Sc1ccc(Cl)cc1,-4%
CCCS(=O)(=O)Nc1ccc(-c2ccc3nnc(C)n3n2)cc1,-12%

Later entries.
compound,N370S GC
Cc1ccc(/C=C/C2=CC3(C)CC2(C)C(c2ccc(C)cc2)CC3=O)cc1 (stereo not given),21%[12.8 µM]
CC12C=C(/C=C/C=C/c3ccccc3)C(C)(C1)C(/C=C/c1ccccc1)CC2=O (stereo not given),15%[12.8 µM]
COc1cc2[nH]c(C(=O)NN)c(N)c2cc1OC,-6%
C=CCCCC,8%
COC(=O)c1cc(OC)c(OC)cc1NC(=O)c1ccoc1C,-21%
Cc1nc(N2CCN(c3ccccc3)CC2)c2c3c(sc2n1)CCC3,8%
CSc1ccc(CNc2ccccc2)cc1,1%
Cn1cc(C[C@H](C(=O)O)N2C(=O)c3ccc(C(=O)O)cc3C2=O)c2ccccc21,-7%
CCC/C=C(\CCC)C(NC(=O)c1ccccc1)c1ccc(C(=O)OC)cc1 (stereo not given),3%
CN(C)c1ccc(-c2ccncc2)cc1,3%
CCCCCCN(C(=O)CCCCCN1C(=O)NC(c2ccc(-c3ccccc3)cc2)C(C(=O)OCc2ccccc2)=C1C)C(C(=O)NCCCC)C1CCCCC1 (stereo not given),-5%
COC(=O)N1C2(C=CC1(C)C(=O)NCc1ccc(N(C)C)cc1)CCCCC2 (stereo not given),-3%
COCOc1c2c(c(OCOC)c3c(OCOC)cccc13)/C(=N/N[S+](=O)([O-])c1ccc(C)cc1)C1=C2CCCC1,-3%
CCOc1ccc(C(=O)N/N=C/c2c(C)[nH]c(=O)[nH]c2=O)cc1,4%
Cc1ccc(-n2cc(CN3CCC(CO)(Cc4ccccc4)CC3)cn2)cc1,-5%
CCCCn1c(C)cc2c(c1=O)[C@H]1O[C@](CCCC)(Cc3cc(OC)c(OC)cc31)O2,-5%[12.8 µM]
CCC(Cl)CC(Cl)C(Cl)C(Cl)C(Cl)C(C)Cl (stereo not given),30%
NC(=O)c1ccc2nc(-c3ccc(Oc4ccc(Cl)cc4)cc3)[nH]c2c1,-21%
COc1ccc(C[C@@H](NS(=O)(=O)c2ccc(C(=O)O)cc2)C(=O)O)cc1,-6%
CN1/C(=C\C=Nc2ccc3ccccc3c2)C(C)(C)c2ccccc21,2%
CSCC[C@H](NC(=O)CNC(=O)CNC(=O)[C@H](CO)NC(=O)[C@H](CCCNC(=N)N)NC(=O)[C@H](CO)NC(=O)[C@H](CC(C)C)NC(=O)[C@H](CC(C)C)NC(=O)CNC(=O)[C@H](C)NC(=O)[C@H](CC(C)C)NC(=O)[C@H](CCCNC(=N)N)NC(=O)[C@H](Cc1cnc[nH]1)NC(=O)[C@@H](NC(=O)[C@@H](N)C(C)C)[C@@H](C)O)C(=O)N[C@H](C(=O)N[C@@H](CCCCN)C(=O)N[C@@H](CO)C(=O)N[C@@H](CC(N)=O)C(=O)N[C@@H](Cc1ccccc1)C(=O)N[C@H](C(=O)N1CCC[C@H]1C(=O)N[C@H](C(=O)N[C@@H](CC(N)=O)C(=O)N[C@H](C(=O)NCC(=O)N[C@@H](CO)C(=O)N[C@@H](CCCCN)C(=O)N[C@@H](C)C(=O)N[C@@H](Cc1ccccc1)C(N)=O)C(C)C)[C@@H](C)O)C(C)C)C(C)C,1%
O=C(Cc1c(Cl)cccc1Cl)NC1=NCCS1,-6%
O=C1C[C@@H](c2ccc(O)cc2)Oc2cc(O[C@@H]3O[C@H](CO)[C@@H](O)[C@H](O)[C@H]3O)cc(O)c21,-4%
C1CCN2C[C@@H]3C[C@@H](CN4CCCC[C@H]34)[C@H]2C1,-9%[21.6 µM]
COc1ccc(C[C@H]2CN3C(=NC[C@@H]3Cc3ccccc3)N2C[C@H](C)NC(=O)CCC2CCCCC2)cc1,-17%
C=C(C)[C@@H]1CC[C@]2(C(=O)O)CC[C@]3(C)[C@H](CCC4[C@@]5(C)CC[C@H](O)C(C)(C)[C@@H]5CC[C@]43C)[C@@H]12 (stereo not given in full),3%
Cc1cc(C)n2nc(CCc3nc4nc(C)cc(C)n4n3)nc2n1,-1%
COC(=O)C1(C)C=CCN1C(=O)c1ccccc1 (stereo not given),4%
COc1ccc(/C=C2\CCCc3c2nc2ccccc2c3C(=O)OCC(=O)c2c(N)n(C)c(=O)n(C)c2=O)cc1,12%
CCN(CC)S(=O)(=O)c1ccc(OC)c(NC(=S)Nc2cccc(C)c2)c1,4%
O=C(c1cc2nc(-c3ccc(F)cc3)cc(C(F)(F)F)n2n1)N1CCCC1,14%
Cn1c(=O)c2c3c(sc2n2c(SCC(=O)c4ccccc4)nnc12)COC(C)(C)C3,-7%
O=C(Nc1ncnc2c1ncn2[C@@H]1O[C@@H]2COP(=O)(O)O[C@H]2[C@H]1O)c1ccccc1,0%
CO[C@@H]1COC(=O)C/C=C\[C@H](C)[C@@H](NS(=O)(=O)c2ccc(C)cc2)COC(=O)C/C=C\[C@@H]1C,-10%&3%[12.8 µM]
Cc1cc(C)n2nc(SCc3nnc(-c4ccc(F)cc4)o3)nc2n1,0%
CC[C@H](C)[C@H](NC(=O)[C@H](Cc1ccc(O)cc1)NC(=O)[C@@H](NC(=O)[C@H](CCCNC(=N)N)NC(=O)[C@@H](N)CC(=O)O)C(C)C)C(=O)N[C@@H](Cc1cnc[nH]1)C(=O)N1CCC[C@H]1C(=O)N[C@@H](Cc1ccccc1)C(=O)N[C@@H](Cc1cnc[nH]1)C(=O)N[C@@H](CC(C)C)C(=O)N[C@@H](CC(C)C)C(=O)N[C@H](C(=O)N[C@@H](Cc1ccc(O)cc1)C(=O)N[C@@H](CO)C(=O)O)C(C)C,1%
O=C(O)CCC[C@H](O)\C=C/C=C/C=C/[C@H](O)C/C=C\CCCCCO,-5%
C[C@@]1(C(NS(=O)(=O)c2cccc3cccnc23)c2ccc(-c3ccccc3)cc2)C[C@H]1C1CCCCC1 (stereo not given in full),-6%
COc1ccc(CN2C(=O)Cc3c2nc(N)c2c(N)nc(N4CCCCC4)c(C#N)c32)cc1,-8%
CC(C)CCCC(C)CCCC(C)CCCC(C)C(=O)O (stereo not given),-6%
c1ccc(CN2CCN(c3ncccn3)CC2)nc1,-4%
O=C(CN1C(=O)COc2ccc(S(=O)(=O)N3CCCC3)cc21)NC1CCCCCCC1,3%
COc1cccc([C@@H]2Oc3ccc(Br)cc3C[C@H]2OC(=O)Nc2cc(OC)c(OC)c(OC)c2)c1,-5%
CCCn1c(C)nc2c(NC3CCN(Cc4ccccc4)C3)nc(C)nc21 (stereo not given),-8%
OC(CN1CCNCC1)Cn1c2ccc(Br)cc2c2cc(Br)ccc21 (stereo not given),?
Cc1ccc(S(=O)(=O)NC(=O)NN2C[C@H]3CCC[C@@H]3C2)cc1,-3%[21.6 µM]
CC(C)(C)c1ccc(OC(=O)c2ccc(-n3cncn3)nc2)cc1,2%
CCN(CC)CCCC(C)Nc1nc(C)cc(Nc2ccc3nc(C)cc(N)c3c2)n1 (stereo not given),-12%
COc1ccc(C2C(C(=O)c3cc4cccc(OC)c4o3)=C(O)C(=O)N2CCCN(C)C)cc1OC (stereo not given),5%
Cc1nc(N2CCOCC2)c2nc(-c3ccccc3)n(CCCN3CCCCC3C)c2n1 (stereo not given),-4%
Cc1nc2c(C(=O)NCc3cccs3)cnn2c(C)c1Cc1ccc(F)cc1,?
Cc1ccc(CNC(=O)Cc2csc(Nc3nc(=S)[nH]c4ccccc34)n2)cc1,11%
Cc1ccccc1OCCNc1cc(N2CCNCC2)ccc1[N+](=O)[O-],?
COc1ccc(-c2nn(-c3ccccc3)cc2/C=N/NC(=O)c2ccc3c(c2)OCO3)cc1,-3%
N#Cc1c[nH]n2c(=O)c3c(nc12)CCCC3,-22%
Cc1ccc2nc(Nc3ncc4c(n3)CCCC4=O)nc(C)c2c1,9%

Other results follow:
compound,N370S GC
COc1cccc(CS(=O)(=O)c2nnnn2-c2ccc(F)cc2Br)c1,-4%
CC(C)=CCC/C(C)=C/CC/C(C)=C/CC/C(C)=C/C(=O)O,-9%
CC1CCCC(C)N1/N=C/c1cc(Br)c(O)c(Br)c1 (stereo not given),-2%
Cc1ccc(C2(c3noc(CN(C)CCCN4CCOCC4)n3)CCCC2)cc1,-2%
Cc1ccc(-c2nc(SCC(=O)NCCN3C(=O)CSC3=O)[nH]c2-c2ccc(C)cc2)cc1,-19%
C[C@@H]1/C=C\CC(=O)OC[C@H](C)C(=O)N[C@@H](C)C(=O)OC1,-8%[12.8 µM]
O=c1cc(N2CCNCC2)oc2c(-c3ccccc3)cccc12,-2%
CC(C)C[C@@H](CC(=O)N[C@H](CC(=O)N[C@@H]1CCCC[C@H]1C(=O)N[C@H](CC(=O)N[C@@H](CCC(=O)O)CC(=O)O)Cc1c[nH]c2ccccc12)C(C)C)NC(=O)[C@@H]1CCCC[C@H]1N,-17%

Quoted from the listing:
N#Cc1c[nH]n2c(=O)c3c(nc12)CCCC3 @ N370S GC = -22%
C=CCCCC @ N370S GC = 8%
CCCn1c(C)nc2c(NCCCCN(CC)CC)nc(C)nc21 @ N370S GC = -7%
